# M1 antag: blocks human M1 muscarinic receptor. P11229. CHO-K1 hM1, Fluo-8 calcium fluorescence, ACh EC80 antagonist. inhibition, % at 3 µM. 360,000 compounds, 1.3% hits. AID 588852;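 active = percent inhibition above its own plate's cutoff, namely the mean of that plate's compound wells plus 3 SD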;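 note: peak over basal fluorescence ratio during 140 s after agonist addition; 0% = ACh EC80 plus DMSO and 100% = DMSO alone without agonist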
# Target sequence (P11229 whole entry, looked up): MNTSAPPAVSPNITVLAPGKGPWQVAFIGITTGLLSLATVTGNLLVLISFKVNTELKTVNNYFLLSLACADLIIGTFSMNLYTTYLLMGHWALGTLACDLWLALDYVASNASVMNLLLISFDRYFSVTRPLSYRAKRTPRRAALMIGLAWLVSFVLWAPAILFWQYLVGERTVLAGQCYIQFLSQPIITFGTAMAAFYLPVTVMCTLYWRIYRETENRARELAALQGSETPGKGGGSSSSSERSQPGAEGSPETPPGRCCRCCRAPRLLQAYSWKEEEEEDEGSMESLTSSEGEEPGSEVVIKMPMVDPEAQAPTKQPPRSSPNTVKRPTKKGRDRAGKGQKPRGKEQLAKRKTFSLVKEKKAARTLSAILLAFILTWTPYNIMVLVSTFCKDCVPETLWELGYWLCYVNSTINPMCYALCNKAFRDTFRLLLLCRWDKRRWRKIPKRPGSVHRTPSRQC
# TAAR1 antag: human TAAR1 antagonism. CHO RD-HGA16 TAAR1, Fluo-8 calcium fluorescence, antagonist. inhibition, % at 3 µM. Q96RJ0. AID 624466. 360,000 compounds, 1.5% hits;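 active = inhibition above a per-plate cutoff, the mean inhibition of test compounds on that plate plus 3 SD, cut at about 49% in these data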;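 note: 0% = DMSO plus EC80 beta-PEA response and 100% = DMSO alone without agonist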
# Target sequence (Q96RJ0 whole entry, looked up): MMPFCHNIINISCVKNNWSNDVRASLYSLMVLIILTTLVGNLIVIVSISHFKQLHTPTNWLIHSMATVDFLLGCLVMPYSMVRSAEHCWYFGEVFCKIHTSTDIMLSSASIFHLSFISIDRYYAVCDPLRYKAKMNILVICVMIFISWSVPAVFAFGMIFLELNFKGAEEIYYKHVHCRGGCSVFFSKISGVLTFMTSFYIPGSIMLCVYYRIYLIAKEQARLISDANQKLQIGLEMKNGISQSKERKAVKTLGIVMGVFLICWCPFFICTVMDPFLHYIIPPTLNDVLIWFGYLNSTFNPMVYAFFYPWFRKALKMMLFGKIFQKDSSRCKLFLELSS
#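 System: RD-HGA16 CHO cells with stable hTAAR1 and Gα16 | Probe or stimulus: EC80 β-phenethylamine stimulus | Dosing: 3 µM, single point | Times: Dye loading 75 min at 37 °C, then 30 min room temperature | Measured by: Fluo-8 calcium-sensitive fluorescence | Read-out basis: % inhibition of agonist calcium response | Replicates: n of 1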
# M1 ag parental: nonselective activator or artifact in parental CHO-K1 cells | Fluo-8 calcium fluorescence; scaled to maximal ATP response, vehicle zero | activation, % at 3 µM | 360,000 compounds, 0.48% hits; in the data active = activation above about 15%;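 note: untransfected CHO-K1 host cells lacking M1 receptor as counterscreen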
# CHO-K1 Ca antag: nonselective inhibitor or artifact in parental CHO-K1 cells. ATP-induced calcium, Fluo-8 fluorescence. inhibition, % at 3 µM. 360,000 compounds, 0.6% hits. AID 602250;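 active = inhibition above a per-plate cutoff, the plate's mean sample inhibition plus 3 SD, cut at about 24% in these data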;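 note: 0% = DMSO plus EC80 ATP and 100% = DMSO alone without ATP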
# OXTR potentiate: human OXTR potentiation; P30559; CHO-OTR cells, Fluo-8 calcium fluorescence, potentiator mode; 0% = oxytocin EC15, 100% = EC100; activation, % at 3 µM; 320,000 compounds, 0.061% hits;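 active = activation above that plate's cutoff, the mean activation of tested compounds plus 3 SD, cut at about 6.6% in these data, passing the limit was not always enough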;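 note: 100% uses oxytocin at 75 nM as the full agonist control; some results filed as inactive read as strong as hits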
#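 System: human OTR in CHO cells / Also added: sub-maximal oxytocin, roughly EC15 / Control set: EC15 oxytocin low, 75 nM oxytocin high / Schedule: 6 min compound pre-incubation at room temperature, 100 s kinetic read / Compound: single-point 3.0 µM / Replication: singlicate / Technique: Fluo-8 calcium dye fluorescence / Read-out basis: % activation of max/min ratio relative to oxytocin controls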
# TAAR1 agonist: agonists of human TAAR1; CHO RD-HGA16 TAAR1, Fluo-8 calcium fluorescence; vehicle wells 0%, saturating PEA agonist 100%; activation, % at 3 µM; 360,000 compounds, 0.99% hits; AID 624467;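 active = activation above the mean activation of all test compounds in the run plus 3 SD, cut at about 38% in these data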
#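 Test system: RD-HGA16 (CHO) cells co-expressing Gα16 and hTAAR1; dosing: one-point dosing at 3 µM (nominal); timing: 17-24 h seeding, 75 min 37 °C dye, 30 min RT; signal: kinetic Fluo-8 calcium fluorescence; read-out basis: % activation relative to PEA EC100 response; controls: DMSO and PEA EC100; replicates: n 1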
# CHO parental Ca: counter-screen for OX1R antagonists: effect in parental CHO cells; parental CHO-K1, ATP-induced calcium, Fluo-8 fluorescence; inhibition, % at 5.6 µM; 330,000 compounds, 0.63% hits;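 active = inhibition above that plate's mean sample inhibition plus 3 SD, cut at about 26% in these data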;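 note: 0% = ATP-challenged DMSO wells and 100% = DMSO wells without ATP; some compounds past the cut are filed as inactive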
#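 Test system: parental CHO cells; detection: calcium-sensitive Fluo-8 fluorescence; evaluation: percent inhibition of calcium signal; also added: ATP as calcium-mobilizing challenge; repeats: one well per compound; control set: ATP-challenged DMSO wells low, unchallenged DMSO wells high; compound: single nominal dose of 5.6 µM per compound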
# CHO-K1 Ca PAM: counter-screen for M1 PAMs: effect in parental CHO-K1 cells; 360,000 compounds, 0.02% hits; activation, % at 3 µM; ATP EC20, Fluo-8 calcium fluorescence; 0% at ATP EC20, 100% at ATP max;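 active = activation above the run cutoff, the mean activation of all test compounds plus 3 SD, cut at about 40% in these data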;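 note: peak over basal fluorescence ratio in a 140 s read after ATP addition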
# CHRM1 agonist: agonists of human M1 muscarinic receptor; P11229; CHO-K1 hM1, Fluo-8 calcium fluorescence, agonist mode; 0% DMSO, 100% acetylcholine EC100; activation, % at 3 µM; 360,000 compounds, 0.33% hits; AID 588814;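 active = activation above the run's mean compound activation plus 3 SD, cut at about 16% in these data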;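 note: peak over basal fluorescence ratio within a 140 s kinetic read after compound addition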
# An asterisk follows results filed as active; nt = not tested or not shown.
SMILES,M1 antag,TAAR1 antag,M1 ag parental,CHO-K1 Ca antag,OXTR potentiate,TAAR1 agonist,CHO parental Ca,CHO-K1 Ca PAM,CHRM1 agonist
O=C(NCc1cccc(C(F)(F)F)c1)c1ccc2sc([C@@H]3O[C@H](CO)[C@@H](O)[C@H]3O)nc2c1,1,-5,0.5,-3,nt,3,nt,8,-1
O=C(COc1ccc(Br)cc1)Nc1ccccc1N1CCCC1,-4,5,0.7,-2,-5,4,-18,17,-10
CS(=O)(=O)c1ccc(-c2cc(NC=O)c3ncc(-c4ccc(F)cc4)n3c2)cc1,6,3,1.5,-10,nt,9,nt,5,-1
O=C(COc1ccccc1)N/N=C/c1cc2c(cc1[N+](=O)[O-])OCO2,-2,-12,1.9,-22,0,-2,-17,19,-3
Cc1c([N+](=O)[O-])ccc(S(=O)(=O)N2CCC(C(N)=O)CC2)c1C,-10,13,0.0,-9,1,0,-2,20,0
COc1ccc(CCNC(=O)Cn2cccc2C(=O)c2ccccc2C)cc1OC,-14,-26,0.8,-11,-5,4,-7,24,-3
COc1ccc(OC)c(C2=Nn3c(nnc3-c3ccco3)SC2)c1,-10,-17,0.4,8,6,13,-12,-3,1
CC(C(=O)N1CCCC1)N1CCN(S(=O)(=O)c2ccccc2)CC1 (stereo not drawn),-5,1,0.5,-8,2,16,-1,10,-4
COc1ccc(-c2cc(-c3ccccc3)nc(=O)[nH]2)cc1,-2,-7,0.2,-1,-4,1,-15,14,-3
COc1ccc(OCC(=O)NNc2c3ccccc3nc3ccccc23)cc1,5,59*,4.8,-1,-2,16,8,1,0
O=C(COc1ccc(Cl)cc1)NCCNC(=O)c1ccccn1,7,-2,0.6,-12,-3,2,-3,-2,0
Cc1nnc(C)n1/N=C/c1ccc(-c2ccccc2)cc1,-21,3,-0.2,2,-13,0,-1,-3,-5
CCOc1cc(NC(=O)c2ccccn2)c(OCC)cc1NC(=O)c1cccc(C)c1,-5,18,0.3,-3,-2,0,-17,15,-7
FC(F)(F)c1ccc(-c2noc(CN3CCCN(C4CCCCC4)CC3)n2)cc1,18,-27,2.7,-12,-4,2,-9,10,-4
Cc1cc(NC(=O)COC(=O)CCNS(=O)(=O)c2cccc(C(F)(F)F)c2)no1,4,4,0.4,7,-2,5,-20,14,-8
CCOC(=O)c1ccc(-n2c(C)nc3c(cnn3-c3ccccc3C)c2=O)cc1,-6,-10,0.7,5,-1,1,-4,2,-2
O=C(CSc1nc2ccccc2[nH]1)Nc1ccc2[nH]c(=O)[nH]c2c1,8,-13,-0.3,-5,3,4,-19,-11,-1
COc1ccc2[nH]c(C(=O)NCCc3ccccc3)cc2c1,-4,-9,1.2,5,-3,7,-23,-9,-3
O=C(CCC(=O)N1CCOc2ccc(Cl)cc21)NCCCN1CCC(Cc2ccccc2)CC1,8,3,-0.1,-2,-6,7,-5,6,-11
CCOC(=O)C(NC(=O)c1cccc(Cl)c1)(Nc1nnc(C)s1)C(F)(F)F (stereo not drawn),8,-21,-0.6,5,-5,1,-14,-5,-6
CCCS(=O)(=O)c1c(S(=O)(=O)CCC)c2c(N)cccn2c1C(=O)c1ccc(Br)cc1,-1,2,2.2,-4,0,0,-20,7,-3
Cc1ccc(C(C#N)c2ccc(Cl)nn2)cc1 (stereo not drawn),-1,-3,0.1,1,-11,10,-26,0,-9
CCOCCCNC(=O)c1ccc2c(=O)n(Cc3ccc4c(c3)OCO4)c(=S)[nH]c2c1,-10,-12,0.7,-6,-1,1,-15,17,-4
Cc1ccc(C)c(N2CCN(C(=O)CCc3nc(-c4cccc(Cl)c4)no3)CC2)c1,-13,-9,0.9,1,nt,0,-31,-1,-3
COc1ccc(OC2C(=O)N(Cc3ccc(F)cc3)C2c2cc(OC)c(OC)c(OC)c2)cc1 (stereo not drawn),-19,-11,0.5,-8,-2,-2,-9,23,-10
O=C(COC(=O)CCC1CCCC1)Nc1ccccc1Br,2,5,-0.5,-11,-3,4,-2,5,-3
COc1ccc(/C=C\C(=O)CC(O)(c2ccccc2)C(F)(F)F)cc1 (stereo not drawn),20,-6,0.5,-1,-10,-3,-10,-10,-9
Cc1cccn2c(=O)nc(SCC(=O)Nc3ccc4c(c3)OCCO4)nc12,-7,-15,-0.6,-4,1,-2,-3,9,-1
COc1cccc(NC(=O)N(C)C[C@@H]2OCc3cn(nn3)CCCC(=O)N([C@H](C)CO)C[C@H]2C)c1,-6,4,0.8,1,nt,2,nt,3,-7
CC(=O)N1CCc2cc(S(=O)(=O)NCCC(=O)Nc3ccc4c(c3)OCCO4)ccc21,-5,nt,-0.1,-10,-15,nt,-30,-5,-5
O=C(CCS(=O)(=O)c1ccc2c(c1)NC(=O)CO2)NCCc1ccc(Cl)cc1,-2,-26,-0.1,6,1,8,-22,5,-5
O=C(NCc1ccccn1)Nc1ccc(Br)cc1Cl,0,-1,0.3,14,-5,-1,0,0,-4
CCOc1ccc(C(c2c(O)nc(SC)[nH]c2=O)c2c(O)nc(SC)[nH]c2=O)cc1,-6,-37,11,-1,-3,4,0,13,-3
O=C(CSc1nnc(-c2ccc(O)cc2)n1-c1ccccc1)CC(=O)Nc1ccccc1,6,-21,1.1,-12,0,1,-4,22,-4
CCOC(=O)c1cc(-c2ccccc2)sc1NC(=O)CN1C(=O)NC(CC)(c2ccc(F)cc2)C1=O (stereo not drawn),-12,3,0.0,-4,-4,3,-11,19,-2
COc1ccc(Nc2nnc(-c3ccc(O)cc3)c3ccccc23)cc1,59*,-5,-0.7,-5,-10,15,6,5,-6
C=CCN(C(=O)c1ccc(Cl)cc1)c1ccccc1C(=O)NCC(=O)O,1,13,0.5,-9,-9,3,-26,3,-2
CCOC(=O)/C(C(N)=NCCO)=C(/O)c1ccccc1,-5,0,0.0,2,-5,22,-9,9,-2
O=[N+]([O-])c1cc(/C=N/N2CCOCC2)cs1,-9,6,3.7,-8,-5,2,-10,24,-4
Cc1ccc(NS(=O)(=O)c2cccc(C(=O)NCC(c3ccc(F)cc3)N3CCOCC3)c2)cc1 (stereo not drawn),0,-23,0.6,6,-9,6,-20,-30,3
CC(C)Oc1ccc(/C=N/NC(N)=S)cc1,-11,8,-0.3,2,-5,1,-7,11,-8
O=[N+]([O-])c1ccc(S(=O)(=O)N/N=C/c2cccs2)cc1,-2,-1,-0.1,-3,-7,4,-5,13,-5
O=c1[nH]n(-c2cccc3cccnc23)c(=O)c2ccccc12,1,9,0.6,-8,-11,13,-13,10,-3
CCOC(=O)Cc1csc(NS(=O)(=O)c2ccc(Cl)cc2)n1,-5,7,4.5,-3,-3,1,-7,19,-7
O=c1cn[nH]c2ccc(Br)cc12,-18,5,1.3,-20,nt,1,nt,17,-1
CCOC(=O)C1(C)CCCN1C(=O)c1cncc(Br)c1 (stereo not drawn),-7,5,0.5,-6,nt,5,nt,4,-4
O=c1cc(CSc2nnc(COc3ccccc3Cl)o2)nc2sccn12,-7,-21,4.7,-17,-10,14,-2,8,-9
CC(=O)N1CCc2cc(S(=O)(=O)CCC(=O)NCCc3ccc(Cl)cc3)ccc21,7,-2,9.2,-11,-20,2,-23,-6,0

# Some of these compounds in order of length of the SMILES, high to low.
SMILES,M1 antag,TAAR1 antag,M1 ag parental,CHO-K1 Ca antag,OXTR potentiate,TAAR1 agonist,CHO parental Ca,CHO-K1 Ca PAM,CHRM1 agonist
O=c1cc(CSc2nnc(COc3ccccc3Cl)o2)nc2sccn12,-7,-21,4.7,-17,-10,14,-2,8,-9
CCOC(=O)/C(C(N)=NCCO)=C(/O)c1ccccc1,-5,0,0.0,2,-5,22,-9,9,-2
O=[N+]([O-])c1cc(/C=N/N2CCOCC2)cs1,-9,6,3.7,-8,-5,2,-10,24,-4
O=c1cn[nH]c2ccc(Br)cc12,-18,5,1.3,-20,nt,1,nt,17,-1

# Next part
SMILES,M1 antag,TAAR1 antag,M1 ag parental,CHO-K1 Ca antag,OXTR potentiate,TAAR1 agonist,CHO parental Ca,CHO-K1 Ca PAM,CHRM1 agonist
COc1cc(C(=O)NNC(=O)c2nn(C)c(=O)c3ccccc23)cc(OC)c1OC,-11,-5,-0.1,-14,-4,4,-8,5,-2
CCOC(=O)CCc1c(C)nc2c(c(C)nn2C(C)(C)C)c1C,-19,-6,-0.1,-6,-1,4,-19,20,3
CCNc1nc(NC(C)C)nc(Oc2ccc(OCCOc3ccccc3)nn2)n1,-5,-14,1.6,-13,4,8,-19,-3,8
Cc1ccc(C(=O)CSc2nc(O)cc(=O)[nH]2)cc1C,-8,-4,0.2,2,-11,4,-12,7,-4
COc1ccc2nnc(-c3ccccc3)n2n1,-12,-3,-0.1,1,0,14,-1,8,-4
O=C(c1ccc2snnc2c1)N1CCOCC1,-6,-12,0.3,-10,-6,1,-18,26,-5
Cn1c(=O)c2c(nc(Br)n2C/C=N/NC(N)=S)n(C)c1=O,-33,-3,0.3,-14,-5,0,-10,14,-2
O=C(Cc1cccs1)NNC(=O)c1ccccc1Cl,16,15,0.4,-1,3,2,-1,-9,-2

# Record cards, from the list above. Order of values: M1 antag, TAAR1 antag, M1 ag parental, CHO-K1 Ca antag, OXTR potentiate, TAAR1 agonist, CHO parental Ca, CHO-K1 Ca PAM, CHRM1 agonist
# CCNc1nc(NC(C)C)nc(Oc2ccc(OCCOc3ccccc3)nn2)n1 is listed as -5, -14, 1.6, -13, 4, 8, -19, -3, 8
# Cn1c(=O)c2c(nc(Br)n2C/C=N/NC(N)=S)n(C)c1=O is listed as -33, -3, 0.3, -14, -5, 0, -10, 14, -2
# CCOC(=O)CCc1c(C)nc2c(c(C)nn2C(C)(C)C)c1C is listed as -19, -6, -0.1, -6, -1, 4, -19, 20, 3

# Screening results deposited in PubChem BioAssay by The Scripps Research Institute Molecular Screening Center.

# Outcome played no part in choosing rows; 4.2% or so of the library scored in one or more.
